MCL1 BIM primary = MCL1-BIM-BH3 interaction inhibition (human) | Q07820 | GST-MCL1 / FITC-Bim-BH3 fluorescence polarization | inhibition, % at 10.9 µM | 320,000 tested, 0.68% active | AID 2057;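 active = inhibition above the mean inhibition of all tested compounds plus 3 SD, set per campaign, cut at about 40% in these data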;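 note: 0% = DMSO wells and 100% = unlabeled Bim-BH3 peptide control; higher means more loss of mP so more displacement of Bim peptide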
Target sequence (Q07820 whole entry, looked up): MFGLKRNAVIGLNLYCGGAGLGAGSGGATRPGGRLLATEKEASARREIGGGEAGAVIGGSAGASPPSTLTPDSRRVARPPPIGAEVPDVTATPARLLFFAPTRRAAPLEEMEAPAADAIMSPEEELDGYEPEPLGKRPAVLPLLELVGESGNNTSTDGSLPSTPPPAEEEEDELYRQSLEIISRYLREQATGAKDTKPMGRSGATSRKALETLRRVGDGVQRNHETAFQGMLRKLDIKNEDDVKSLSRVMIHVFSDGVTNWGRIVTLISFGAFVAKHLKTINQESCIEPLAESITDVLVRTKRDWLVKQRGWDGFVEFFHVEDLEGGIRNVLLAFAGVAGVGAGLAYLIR
ZTA counter = blocks Epstein-Barr virus ZTA, an EBNA-1 counter-screen; ZTA-DNA binding, fluorescence polarization; inhibition, % at 11 µM; 320,000 tested, 0.15% active; AID 2234; in the data active = inhibition above about 33%
Target sequence (P03206 whole entry, looked up): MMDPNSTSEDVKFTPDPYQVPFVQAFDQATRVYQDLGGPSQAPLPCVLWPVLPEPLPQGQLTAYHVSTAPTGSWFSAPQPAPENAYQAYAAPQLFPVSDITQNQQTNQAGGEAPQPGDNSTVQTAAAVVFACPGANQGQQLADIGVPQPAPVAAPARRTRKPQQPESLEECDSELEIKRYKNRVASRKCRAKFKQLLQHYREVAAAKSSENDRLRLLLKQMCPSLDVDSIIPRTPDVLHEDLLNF
GLD-1 TGE inh = GLD-1-TGE RNA interaction inhibition (C. elegans); Q17339; purified GLD-1 + fluorescein TGE RNA, fluorescence polarization; inhibition, % at 5.96 µM; 320,000 tested, 0.44% active; AID 2280;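 active = percent inhibition above a per-plate cutoff, the plate mean of test compounds plus 3 SD, cut at about 30% in these data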;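 note: 0% = DMSO wells with GLD-1 and probe and 100% = wells lacking GLD-1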
Fam108B counter = blocks mouse Fam108B hydrolase in RBBP9 counter-screen. recombinant Fam108B, FP-Rh probe fluorescence polarization. inhibition, % at 9.51 µM. 300,000 tested, 0.33% active;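 active = inhibition above the screen mean inhibition plus 3 SD, computed separately per campaign, cut at about 18% in these data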;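 note: inhibitors lower polarization as less probe binds the enzyme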
BCLXL inh = blocks human Bcl-xL binding to Bim BH3 peptide | Q07817 | GST-Bcl-xL / FITC-Bim BH3 peptide fluorescence polarization | inhibition, % at 10.9 µM | 320,000 tested, 0.7% active;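 active = inhibition above the mean of all tested compounds plus 3 SD, cutoff set per campaign, cut at about 30% in these data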;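 note: 0% = DMSO wells and 100% = unlabeled Bim-BH3 peptide competitor; inhibitors lower millipolarization by displacing the labeled peptide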
MEX-5 binding = C. elegans MEX-5 TCR-2 RNA binding activity | MEX-5/FITC-TCR2 RNA binding, fluorescence polarization; hits give low values | 300,000 tested, 0.38% active | Q9XUB2 | activity score (negative = inhibition of binding), % at 10 µM | AID 1832;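 active = inhibition past about -25% in most replicates, and total fluorescence under double the plate's negative control median, limit read from the data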;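 note: 0% = DMSO and -100% = 5 µM competing unlabeled TCR2 RNA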
Efflux pump mplx = blocks antifungal efflux pumps in multiplex yeast assay. inhibition, % at 10 µM. 330,000 tested, 0.44% active. S. cerevisiae Candida pump triplex, Nile Red efflux;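 active = plate passing quality check with inhibition over a set limit, or well fluorescence over plate mean plus 4 SD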;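 note: Nile Red retained in pooled yeast measured as flow cytometry median fluorescence; 0% = buffer negative control and 100% = Enniatin B positive control; higher means more Nile Red kept so more efflux inhibition; some compounds called inactive have numbers as strong as hits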
CR mimetic SO = caloric restriction mimetics inhibiting age-related superoxide in yeast. S. cerevisiae aged cells, superoxide DHE fluorescence; hits give low values. superoxide response (% of plate mean), % at 10 µM. 330,000 tested, 0.18% active;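 active = superoxide response under a set limit, about three screen SD below normal, cut at about 65% in these data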;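 note: yeast aged for seven days with compound at 30 °C before DHE staining; 100% = average MFI of all compound-treated wells on the plate with controls excluded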
EBNA-1 inhibitor = blocks EBNA-1 binding to DNA; inhibition, % at 14.8 µM; EBNA-1 DNA binding, fluorescence polarization; 300,000 tested, 0.34% active; AID 1950; in the data active = inhibition above about 28%
An asterisk follows results filed as active; / = no result given. Not a hit list; any-hit rate near 2.3%.

1. CCCOc1ccc(C2C(C(=O)c3ccc(C)o3)=C(O)C(=O)N2CCN2CCOCC2)cc1OC (stereo not given)
2. COc1ccc(C/C(N)=N/OC(=O)c2ccc(Cl)cc2)cc1
3. CCc1ccc(C(=O)NNC(=O)c2ccc3c(=O)n4c(nc3c2)CCC4)cc1
4. CC(=O)Nc1cc(NC(C)=O)ncn1
5. Cn1nc(N2CCN(S(=O)(=O)c3ccccc3)CC2)c(=O)n(C)c1=O
6. COc1ccc(C2NC(=O)c3ccccc3O2)cc1 (stereo not given)
7. O=[N+]([O-])c1ccc(Oc2ccc(/C=N/O)cc2)nc1
8. CCC1CCCCN1C(=S)NC(=O)c1cc(S(=O)(=O)N2CCOCC2)ccc1C (stereo not given)
9. O=C(CCCN1C(=O)NC2(CCCC2)C1=O)Nc1ccc(F)cc1
10. O=C(N/N=C\c1ccc[nH]1)C1COc2ccccc2O1 (stereo not given)
assay / entry,1,2,3,4,5,6,7,8,9,10
MCL1 BIM primary,4,-4,0,3,-7,3,8,3,-2,2
ZTA counter,-2,2,-10,0,-1,15,9,8,1,6
GLD-1 TGE inh,5,-3,0,1,4,-7,4,-4,3,5
Fam108B counter,0,1,-5,1,/,-2,7,2,/,-5
BCLXL inh,9,-1,6,-1,2,-1,6,2,-2,-2
MEX-5 binding,-0.2,-0.7,-4.4,2.6,/,-0.5,-0.8,-2.1,/,-0.5
Efflux pump mplx,0.1,0.2,-0.1,0.0,-0.2,0.0,0.0,0.0,0.0,-0.2
CR mimetic SO,104,102,97,104,125,97,90,97,110,106
EBNA-1 inhibitor,5,4,0,0,/,7,-3,5,/,12

The last 2 records of the section above come first, to join the parts:
9. O=C(CCCN1C(=O)NC2(CCCC2)C1=O)Nc1ccc(F)cc1
10. O=C(N/N=C\c1ccc[nH]1)C1COc2ccccc2O1 (stereo not given)
11. Cc1cccc(CSc2nc3[nH]ncc3c(=O)[nH]2)c1
12. Cc1sc2nc(CN3CCOCC3)nc(Cl)c2c1C
13. CN(C(=O)c1ccco1)c1nc(-c2ccc(F)cc2)cs1
14. O=C(OCCN1CCOCC1)C(c1ccccc1)c1ccccc1
15. COc1ccc(CCNC(=O)C2CC3Cn4c(nc5ccccc54)C3N2C)cc1 (stereo not given)
16. CC1(C)CC(=O)c2cc3c(nc2C1)CC(C)(C)CC3=O
17. CSC1=NC(=O)/C(=C\c2cccc3ccccc23)S1
18. N/C(=N\OC(=O)Cc1ccccc1[N+](=O)[O-])c1cccc(Br)c1
19. CCCCn1c2c(c(=O)n(C)c1=O)C(c1ccc(OC)cc1)N1CCCCCC1=N2 (stereo not given)
20. CC(=O)C1=C(C)OC(N)=C(C#N)C1c1cccc2ccccc12 (stereo not given)
assay / entry,9,10,11,12,13,14,15,16,17,18,19,20
MCL1 BIM primary,-2,2,-3,0,2,-4,0,5,3,-6,1,11
ZTA counter,1,6,1,25,-1,12,-21,-22,-4,-2,-6,-2
GLD-1 TGE inh,3,5,-8,2,8,1,-4,7,11,4,-9,9
Fam108B counter,/,-5,1,3,-1,3,0,-1,-10,5,3,0
BCLXL inh,-2,-2,3,-11,-2,-2,2,1,-2,1,7,17
MEX-5 binding,/,-0.5,2.5,0.5,-1.0,-1.5,-1.0,-1.0,/,0.8,0.6,-2.9
Efflux pump mplx,0.0,-0.2,0.1,0.1,0.0,0.0,0.0,0.1,0.1,0.1,0.1,0.0
CR mimetic SO,110,106,80,102,104,113,102,112,111,109,102,94
EBNA-1 inhibitor,/,12,-3,5,-7,7,4,-7,-1,-8,1,-1

Rewritten field by field: entries from further up.
4	CC(=O)Nc1cc(NC(C)=O)ncn1
  MCL1 BIM primary: 3
  ZTA counter: 0
  GLD-1 TGE inh: 1
  Fam108B counter: 1
  BCLXL inh: -1
  MEX-5 binding: 2.6
  Efflux pump mplx: 0.0
  CR mimetic SO: 104
  EBNA-1 inhibitor: 0

5	Cn1nc(N2CCN(S(=O)(=O)c3ccccc3)CC2)c(=O)n(C)c1=O
  MCL1 BIM primary: -7
  ZTA counter: -1
  GLD-1 TGE inh: 4
  Fam108B counter: /
  BCLXL inh: 2
  MEX-5 binding: /
  Efflux pump mplx: -0.2
  CR mimetic SO: 125
  EBNA-1 inhibitor: /

6	COc1ccc(C2NC(=O)c3ccccc3O2)cc1 (stereo not given)
  MCL1 BIM primary: 3
  ZTA counter: 15
  GLD-1 TGE inh: -7
  Fam108B counter: -2
  BCLXL inh: -1
  MEX-5 binding: -0.5
  Efflux pump mplx: 0.0
  CR mimetic SO: 97
  EBNA-1 inhibitor: 7

7	O=[N+]([O-])c1ccc(Oc2ccc(/C=N/O)cc2)nc1
  MCL1 BIM primary: 8
  ZTA counter: 9
  GLD-1 TGE inh: 4
  Fam108B counter: 7
  BCLXL inh: 6
  MEX-5 binding: -0.8
  Efflux pump mplx: 0.0
  CR mimetic SO: 90
  EBNA-1 inhibitor: -3

An excerpt from above in order of their number in GLD-1 TGE inh, lowest first:
No.	compound	GLD-1 TGE inh
11	Cc1cccc(CSc2nc3[nH]ncc3c(=O)[nH]2)c1	-8
16	CC1(C)CC(=O)c2cc3c(nc2C1)CC(C)(C)CC3=O	7
13	CN(C(=O)c1ccco1)c1nc(-c2ccc(F)cc2)cs1	8

New compounds follow
21. CCN(CCCNC(=O)c1ccc(N2CCCC2=O)cc1)c1cccc(C)c1
22. CN(C)/C=N/c1ncc(C(=O)c2ccc(Cl)cc2)s1
23. Cc1ccc(N(CC(=O)NCCc2ccc(F)cc2)S(=O)(=O)c2ccc(Cl)c([N+](=O)[O-])c2)c(C)c1
24. COc1cccc(C2CCCN2Cc2nc(CCC(C)C)no2)c1 (stereo not given)
25. Cc1cc(N2CCOCC2)cc(C)[n+]1[O-]
26. COc1ccc(NC(=O)/C(C#N)=C/c2ccc(OCc3ccccc3F)cc2)cc1
27. CC(=O)c1ccc(NS(=O)(=O)c2c(C)cc(C)cc2C)cc1
28. O=C(c1ccc2c(c1)OCO2)N1CCN(S(=O)(=O)c2ccc(Br)cc2Cl)CC1
assay / entry,21,22,23,24,25,26,27,28
MCL1 BIM primary,4,0,1,0,6,-10,0,2
ZTA counter,-3,-2,-3,-5,15,-2,-2,-1
GLD-1 TGE inh,0,-7,5,-3,-1,-2,-4,-1
Fam108B counter,1,-1,-6,-2,1,0,1,/
BCLXL inh,2,1,0,-4,1,4,-1,1
MEX-5 binding,0.4,-0.1,1.9,4.1,-2.6,0.1,-0.1,/
Efflux pump mplx,-0.2,-0.1,-0.9,0.0,0.0,6.5*,-0.1,0.2
CR mimetic SO,99,98,110,114,100,102,116,107
EBNA-1 inhibitor,4,6,-4,-2,4,0,-4,/

Source: PubChem (several laboratories)
